Source: PubChem
MgcRacGAP inhibition = MgcRacGAP GTPase-activating activity inhibitors, confirmation, biochemical, ADP Hunter fluorescence | Rac GTPase-activating protein 1 (Homo sapiens) | MgcRacGAP-stimulated Rac1 GTP hydrolysis, ADP Hunter fluorescence; higher % means a stronger effect; GST-tagged Rac1 F28L mutant substrate | inhibition, % at 30 µM; hits with a dose series show IC50 in µM | 0.6% of 340,000 active;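 active means first-screen hits whose inhibition reached a set limit at any dose in the follow-up dose series; inconclusive means inhibition above the set first-screen limit but never retested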;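 further: fluorescence reports GDP produced by GAP-driven GTP hydrolysis; strong numbers were not always called active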
UTI89 phage lysis = inhibition of K1F phage lysis, E. coli UTI89, bacterial capsule biogenesis inhibitors, alamar blue (AID 488966); 0.02% of 340,000 active; inhibition, % at 100 µM, or IC50 in µM where a hit was titrated; E. coli UTI89 K1F phage lysis, alamar blue, 2 h; higher % means a stronger effect;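 active means phage lysis inhibition, versus mean bacterial control, above a set limit; inconclusive means no clear call, values can overlap the other calls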;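 further: capsule biogenesis inhibitors block K1F phage lysis so surviving cells raise fluorescence; higher fluorescence means more inhibition of phage lysis; actives were called in the ten point dose series up to 300 µM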
RSV antiviral HEp-2 = RSV antiviral activity via CPE protection, HEp-2 cells, primary 10 µM value included (AID 2391); HEp-2 cells, RSV-induced CPE inhibition; higher % means a stronger effect; CPE inhibition, % at 10 µM, or IC50 in µM where a hit was titrated; 0.13% of 310,000 active; in the data active means a potency from the dose series; inconclusive means CPE inhibition mostly from about 23% at the one dose, without a potency; inactive means the rest, 99 in 100 with CPE inhibition below about 21%; further: strong numbers were not always called active
PhoP inhibition = inhibitors of PhoP regulon expression, primary screen, Salmonella Typhimurium, GFP reporter (AID 1863); 0.16% of 300,000 active; one-dose inhibition, % at 50 µM; IC50 in µM for titrated hits; S. Typhimurium PhoP-regulated promoter GFP reporter, 4 h; higher % means a stronger effect;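 active means inhibition over 29.93%, a cutoff 3 SD above the screen mean, later confirmed by dose response; inconclusive means inhibition over 29.93% but no dose response follow-up; inactive means inhibition at most 29.93% or unconfirmed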;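 further: 0% = low Mg2+ inducing control and 100% = high Mg2+ repressing control; strong numbers were not always called active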
T cell modulator = modulators of CD8 T cell-vesicle binding, primary screen, mouse 2C CD8+ T cells, flow cytometry; 0.068% of 330,000 active; 2C CD8+ T cell-vesicle binding; stronger effect = lower value; calls only at 7 µM; AID 2052, 2009;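 active means response, share of CD8 T cells binding vesicles, and their 90th percentile fluorescence all below set limits, cut at about 80% in these data, passing the limit was not always enough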
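Material: 2C TCR transgenic mouse naive CD8+ T cells, MACS-purified. Also added: QL9-charged Drosophila Ld/ICAM-1/B7-1 vesicles. Timing: binding 1.5 h at 37 °C. Measured by: high-throughput flow cytometry with anti-B7-1 and anti-CD8 staining. Read-out: percent CD8+ FL2 mean versus row control. Controls: Unloaded micro-vesicles (low), QL9 vesicles with 0.7% DMSO (high).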
NTR1 ag = agonists of NTR1, primary screen, imaging, U2OS cells, beta-arrestin-GFP, high content (AID 493036) | NTR1-U2OS beta-arrestin-GFP spot imaging, agonist mode | activation, % at 20 µM | Neurotensin receptor type 1 (Homo sapiens), P30989 | 0.17% of 330,000 active;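 active means activation at or above 40% of the spot to cytoplasm intensity ratio, with at least 20 cells analyzed; inconclusive means wells under 20 cells, flagged as cytotoxic or low count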;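 further: 0% = DMSO without peptide and 100% = 100 nM NTR1 peptide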
Target sequence (P30989 whole entry, looked up): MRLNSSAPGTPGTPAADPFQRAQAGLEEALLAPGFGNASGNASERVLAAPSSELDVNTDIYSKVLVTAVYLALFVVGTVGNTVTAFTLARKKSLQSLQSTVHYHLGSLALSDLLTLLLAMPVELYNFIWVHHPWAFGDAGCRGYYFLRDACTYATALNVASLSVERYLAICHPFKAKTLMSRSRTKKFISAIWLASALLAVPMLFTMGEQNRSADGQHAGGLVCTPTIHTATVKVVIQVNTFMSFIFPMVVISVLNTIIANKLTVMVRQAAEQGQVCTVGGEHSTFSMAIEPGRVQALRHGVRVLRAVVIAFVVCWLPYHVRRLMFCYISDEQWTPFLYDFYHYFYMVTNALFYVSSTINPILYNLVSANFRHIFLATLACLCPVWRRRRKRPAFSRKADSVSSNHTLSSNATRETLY
West Nile virus CPE = West Nile virus antiviral activity, cell-based, CPE readout (AID 1621). CPE inhibition, % at 10 µM; hits with a dose series show IC50 in µM. West Nile virus-infected cells, CPE inhibition; higher % means a stronger effect. 0.02% of 290,000 active; in the data active means a potency from the dose series; inconclusive means CPE inhibition mostly from about 3.7% at the one dose, without a potency; inactive means the rest, 99 in 100 with CPE inhibition below about 2.2%; further: strong numbers were not always called active
SV40 large T antigen = SV40 large T antigen inhibitors, biochemical (AID 1903); SV40 large T antigen ATPase/helicase inhibition assay; higher % means a stronger effect; inhibition, % at 20 µM; hits with a dose series show IC50 in µM; 0.39% of 310,000 active; in the data active means a potency from the dose series; inconclusive means inhibition mostly from about 32% at the one dose, without a potency; inactive means the rest, 99 in 100 with inhibition below about 32%; further: strong numbers were not always called active
NS5 inhibitors = Dengue-2 NS5 methyltransferase inhibitors, primary screen, biochemical, confirmation dose response (AID 588689); Genome polyprotein (Dengue virus type 2 (strain 16681-PDK53)); Dengue-2 NS5 methyltransferase capping enzyme assay, biochemical; higher % means a stronger effect; one-dose inhibition, % at 25 µM; IC50 in µM for titrated hits; 0.3% of 340,000 active; in the data active means a potency from the dose series; inconclusive means inhibition above about 29% without an active follow-up result
T cell modulator vesicle-bound % = second read-out of T cell modulator, no call of its own (marks repeat the call); double positive events, %; measured here: CD8+ vesicle-bound cell fraction;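 binding gate set so that unloaded-vesicle control wells show 10% double positive cells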
NTR1 ag cell count 20 µM = also measured in NTR1 ag; calls as there; cell count; measured here: cell count, cytotoxicity flag
NS5 inhibitors pilot replicate = second read-out of NS5 inhibitors, no call of its own (marks repeat the call); inhibition, %; measured here: pilot screen replicate inhibition
Starred values were filed as active, the others as inactive; i = inactive; ? = inconclusive; · = not tested or not shown; [ ] = another dose, or the depositor's remark.

SMILES	MgcRacGAP inhibition	UTI89 phage lysis	RSV antiviral HEp-2	PhoP inhibition	T cell modulator	T cell modulator vesicle-bound %	NTR1 ag	NTR1 ag cell count 20 µM	West Nile virus CPE	SV40 large T antigen	NS5 inhibitors	others
Cc1ccc(S(=O)(=O)c2c[nH]c3cc4c(cc3c2=O)OCO4)cc1	·	·	-0.1%	0%	i	37	1.2	46	0.0%	·	·
COc1ccccc1C1=NN(C(=S)Nc2ccccc2)C(c2ccco2)C1 (stereo not given)	15%	-0.1%	0.7%	3%	i	57	1.4	30	·	13%	-2%
CCCN1CCC(NC(=O)Nc2ccc(OC)c(OC)c2)CC1	1%	0.5%	0.7%	5%	i	27	-0.4	89	0.1%	13%	1%
CCc1ccc(-c2nc(CN3CCC(C(=O)NCCc4ccc(OC)c(OC)c4)CC3)c(C)o2)cc1	4%	-0.2%	?	-8%	i	26	1.2	68	-1.7%	12%	-4%	NS5 inhibitors pilot replicate=-3.6
CCOc1ncccc1C(=O)Nc1cccc(S(=O)(=O)N2CCCCC2)c1	-1%	-0.1%[50 µM]	0.1%	·	i	25	-0.9	69	·	·	-4%
O=C(CC1NCCNC1=O)NC1Cc2ccccc2C1 (stereo not given)	·	·	1.2%	1%	i	54	0.1	50	1.1%	16%	·
O=C(O)CCN1C(=O)c2ccccc2C1=O	-5%	-0.6%	0.2%	-19%	i	28	-1.3	75	0.5%	-4%	-9%
CC(C)CC(=O)Nc1c2c(nn1-c1ccc(F)cc1)CSC2	2%	0.4%	0.3%	2%	i	45	-0.8	97	·	3%	2%
O=S(=O)(NC1CCCC1)c1cc(F)ccc1F	-3%	0.2%	1.6%	-2%	i	63	0.8	51	-0.3%	25%	-10%
COc1ccc(NC(=O)CSc2nnc(N)s2)c([N+](=O)[O-])c1	-2%	0.3%	2.8%	0%	i	60	1.6	61	-0.1%	4%	-1%
CC(=O)Nc1ccc(C(=O)N/C(=C/c2ccccc2)C(=O)NCc2ccco2)cc1	2%	0.4%	3.0%	-5%	i	17	0.7	39	0.0%	7%	2%
Cc1cccc(NC(=O)CCS(=O)(=O)c2cc3c(cc2Cl)NC(=O)CO3)c1	8%	0.1%	·	3%	i	25	-0.5	76	0.0%	3%	-8%
Cc1cccc(/C=N/NC(=O)c2ccc(F)cc2)n1	6%	0.0%	3.4%	6%	i	61	-0.4	88	-0.1%	4%	-3%
CC(/C=C/C1(O)C(C)CC(O)CC1(C)C)OC1OC(CO)C(O)C(O)C1O (stereo not given)	3%	5.8%	0.0%	3%	i	38	1.2	66	-0.2%	13%	0%
COc1ccc(NC(=O)CSc2ccccc2)c(OC)c1	8%	0.4%	0.5%	-6%	i	38	-0.6	56	0.1%	6%	-4%
O=C(O)/C(=C\c1cccs1)c1ccc(F)cc1	13%	0.1%	-0.2%	-2%	i	36	2.7	47	0.0%	4%	-10%
O=[N+]([O-])c1ccc(C2NS(=O)(=O)N=C3CCCCCN32)cc1 (stereo not given)	8%	0.1%	0.5%	-7%	i	40	1.3	49	0.3%	17%	-3%
CCCCCCC1CCC(C(=O)NC(CCSC)C(=O)NC(C(=O)OC)C(C)C)CC1 (stereo not given)	0%	-0.2%	1.0%	-2%	i	33	1.4	87	0.3%	-2%	-2%
O=C1/C(=C/c2ccncc2)SC(=S)N1C1CCS(=O)(=O)C1 (stereo not given)	5%	1.1%	3.0%	17%	i	56	2.4	66	0.0%	24%	2%
Cc1cccc(-n2cnc(C(=O)NC3CCCCCC3)c2)n1	6%	0.6%[50 µM]	-0.9%	0%	i	51	2.1	56	0.1%	10%	4%
Cc1ccc(C)c(C(=O)CCC(=O)O)c1	0%	0.0%	2.0%	2%	i	22	0.8	92	-0.1%	0%	-1%
CSc1cccc(NS(=O)(=O)c2cc(Br)cnc2N)c1	-2%	-0.1%	1.9%	-5%	i	32	2.4	59	0.6%	4%	-3%
COc1ccc([C@@H](C)NC(=O)CCc2nnc(-c3cc(C)on3)o2)cc1	5%	0.0%	0.3%	-6%	i	37	-0.9	63	-0.3%	7%	-5%
COc1ccccc1NC(=S)N(c1ccccc1)C(C)C	3%	0.4%	1.1%	-6%	i	53	0.4	62	-0.1%	-2%	11%
O=C(Nc1cccc(NC(=O)c2cccc(F)c2)c1)c1ccccc1	8%	0.1%	2.0%	-5%	i	64	-1.3	51	0.1%	7%	-7%
O=C(C1=C[C@@H](c2ccccc2)C[C@@H](OCc2ccc(CO)cc2)O1)N1CCCCCCC1	6%	0.3%	0.5%	-1%	i	34	3.0	77	·	2%	-7%
CN1CCN(Cc2nc3c(c(=O)[nH]c(=O)n3C)n2Cc2c(F)cccc2Cl)CC1	1%	0.0%	1.7%	·	i	33	1.2	90	0.2%	·	-4%
Cc1c(O)ccc(C(=O)CN2C(=O)c3ccccc3C2=O)c1O	9%	-0.1%	0.3%	9%	i	9	-1.3	95	1.3%	15%	0%
COc1ccccc1N1CCN(C(=O)CN(C2CCCCC2)S(C)(=O)=O)CC1	9%	0.0%	0.5%	-7%	i	42	3.3	60	-0.5%	3%	-9%
CC1=C(C(=O)Nc2ccccc2)C(c2ccc(C)o2)n2c(s/c(=C/c3ccccc3)c2=O)=N1 (stereo not given)	11%	1.3%	16%	-20%	i	14	2.7	56	0.1%	13%	11%

Of the compounds above, 2 contain a nitro group on carbon:
SMILES	MgcRacGAP inhibition	UTI89 phage lysis	RSV antiviral HEp-2	PhoP inhibition	T cell modulator	T cell modulator vesicle-bound %	NTR1 ag	NTR1 ag cell count 20 µM	West Nile virus CPE	SV40 large T antigen	NS5 inhibitors	others
COc1ccc(NC(=O)CSc2nnc(N)s2)c([N+](=O)[O-])c1	-2%	0.3%	2.8%	0%	i	60	1.6	61	-0.1%	4%	-1%
O=[N+]([O-])c1ccc(C2NS(=O)(=O)N=C3CCCCCN32)cc1 (stereo not given)	8%	0.1%	0.5%	-7%	i	40	1.3	49	0.3%	17%	-3%

The listing continues.
SMILES	MgcRacGAP inhibition	UTI89 phage lysis	RSV antiviral HEp-2	PhoP inhibition	T cell modulator	T cell modulator vesicle-bound %	NTR1 ag	NTR1 ag cell count 20 µM	West Nile virus CPE	SV40 large T antigen	NS5 inhibitors	others
CCOC(=O)CSc1nnc(NCC(=O)OC)c(=O)[nH]1	10%	-1.2%	1.2%	16%	i	43	5.6	84	0.4%	38%	26%	NS5 inhibitors pilot replicate=-7.9
CCc1cc(=O)[nH]c(SCCC(F)=C(F)F)n1	-7%	-1.1%	15%	6%	i	46	0.1	51	1.1%	23%	3%
COc1ccccc1CNC(=O)COC(=O)c1cc(-c2ccco2)nc2ccccc12	25%	-0.6%	0.8%	-2%	i	44	2.2	56	0.2%	16%	12%
CCSc1ccc([C@@H]2[C@@H]3C(=O)N(CC)C(=O)[C@@H]3[C@]3(C(=O)OC)CCCCN23)cc1OC	3%	-0.5%	1.6%	·	i	25	-1.0	96	·	18%	-1%
Cc1ccccc1SCC(=O)Nc1cc(S(=O)(=O)N2CCOCC2)ccc1N1CCOCC1	10%	-0.7%[50 µM]	0.8%	-11%	i	48	0.9	59	-0.7%	26%	-10%
O=C(Nc1ccc(Cl)cc1C(=O)NCC1CCCO1)c1ccc(Cl)cc1Cl (stereo not given)	9%	-0.5%	3.6%	6%	i	50	3.4	44	-0.7%	22%	-10%
CN(CC(=O)Nc1ccc(S(=O)(=O)N2CCCC2)cc1)CC(=O)Nc1cccc(F)c1	1%	0.2%	2.9%	4%	i	28	-0.2	62	1.6%	5%	1%
CCc1ccc2nc(SCC(=O)NCC3CCCO3)c(C#N)cc2c1 (stereo not given)	3%	8.0%	2.0%	-4%	i	49	0.5	48	-0.6%	24%	4%
CC(=O)N(Cc1cccnc1)Cc1cc2ccccc2[nH]c1=O	-10%	-0.1%	0.1%	-10%	i	35	-0.8	88	1.0%	1%	-1%	NS5 inhibitors pilot replicate=4.6
COc1ccc(CC(=O)Nc2c(C(=O)N3CCN(c4ccccc4)CC3)oc3ccccc23)cc1OC	11%	0.4%	0.8%	-11%	i	31	1.0	39	-0.4%	12%	-4%
O=C(CSc1nnc(-c2ccc(Br)cc2)o1)Nc1cccc2ccccc12	-5%	2.5%	9.2%	33%	i	21	-0.3	63	-0.3%	8%	-1%
COc1cccc(/C=N/NC(=O)c2cc(C34CC5CC(CC(C5)C3)C4)[nH]n2)c1	3%	-0.2%[50 µM]	2.0%	18%	i	48	11	64	0.1%	-1%	-10%
O=C(Nc1ccccc1Cl)Nc1ccccc1Cl	10%	0.1%	-0.7%	-10%	i	14	1.4	58	-0.3%	14%	-6%
COc1ccc(NC(=O)COc2ccccc2C(=O)NCC(c2ccccc2)N(C)C)cc1Cl (stereo not given)	6%	-0.3%	0.1%	-4%	i	30	-0.9	53	-0.7%	8%	6%
O=C(CSc1ncnc2c1nnn2Cc1ccc(F)cc1)NC1CCCC1	1%	0.5%	1.9%	-9%	i	53	2.8	51	-0.7%	31%	-8%
COc1cccc(-c2c(C(=O)N/N=C/c3cccnc3)nnn2-c2nonc2N)c1	5%	0.2%	1.8%	-2%	i	22	0.5	65	0.2%	12%	-2%
COc1ccc(S(=O)(=O)N2Cc3ccccc3CC2C(=O)N2CCOCC2)cc1OC (stereo not given)	4%	0.1%	0.8%	9%	i	20	1.2	86	-0.5%	-2%	-5%
C=CCNS(=O)(=O)c1ccc(OCC(=O)OC)cc1	6%	0.5%	-0.8%	1%	i	4	0.1	59	-0.3%	-3%	-2%
FC(F)(F)c1ccccc1/C=N/n1c(C2CCCCC2)n[nH]c1=S	-1%	-0.2%	9.1%	5%	i	60	10	105	0.3%	9%	11%
CCOc1ccc(CCNC(=O)COC(=O)/C=C/c2ccc(OC)c(OC)c2)cc1OCC	3%	-0.1%	2.2%	-4%	i	17	0.5	46	-0.3%	10%	-4%
COc1ccc(N2CCN(C(=O)CCCn3c(=O)[nH]c4ccsc4c3=O)CC2)cc1	-1%	0.1%	3.9%	-7%	i	38	-3.0	99	0.6%	14%	0%
O=C(NC(=S)NCCSc1ccccc1)c1cccnc1	-1%	-4.1%	1.3%	23%	i	36	0.4	44	-0.6%	2%	-6%
